RGS12 GoLoco inh = inhibitors of human Gai1-RGS12 GoLoco interaction (red fluorophore) | P63096 | actives 0.44% (n = 230,000) | Potency, µM (highest dose often 61.6 µM), for inactives: at the top dose activity, negative = inhibition, hits mostly inhibitors | Gai1:RGS12 GoLoco peptide FP, rhodamine, 10 min; active = well fitted inhibition curve with a large enough effect, not every such curve was filed as active; inactive = no such curve, though single readings can be large or run the other way; note: nearly all actives have a fitted effect of over 30% in size; many of its hits are not listed in these tables
TR SRC2 fluor cs = counter-screen for TRb-SRC2 inhibitors: fluorescence interference | TRb/SRC2 Texas Red total fluorescence interference | Potency, µM (top dose mostly 106 µM), for inactives: at the top dose fluorescence change, negative = quenching | actives 0.29% (n = 280,000) | AID 1479; active = well fitted curve in either direction with a large enough effect; inconclusive = small, poorly fitted or top-dose-only effect
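Flags fluorescent or light-absorbing compounds by total fluorescence, S + 2P, at 555 nm excitation and 632 nm emission. Mixture: 20 nM Texas Red SRC2 peptide, 0.6 uM human TRb LBD, 1 uM T3, 5% DMSO; compound exposure 5 h at ambient temperature.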
GAA inhib = inhibitors of human lysosomal alpha-glucosidase | P10253 | purified human GAA, 4-MU-alpha-glucoside fluorescence | Potency, µM (doses to about 76.9 µM), for the others: at the top dose activity change, negative = inhibition, usual class: inhibitors | actives 0.005% (n = 200,000) | AID 1466;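 note: plate controls were uninhibited enzyme wells for no effect and no-enzyme background for full effect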
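Fluorescence at Ex 365/Em 440 nm from 4-methylumbelliferone reported enzyme activity after 20 min at room temperature. Reactions used 4 nM enzyme and 400 uM substrate at pH 5.0; curves fitted with the Hill equation.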
GAA glycogen = GAA glycogen-cleavage inhibition or activation. actives 0.38% (n = 300,000). P10253. Potency, µM (titrated, usually from 76.4 µM), inactives show at the highest dose activity change, negative = inhibition, hits mostly inhibitors. recombinant GAA, glycogen substrate, Amplex Red glucose oxidase fluorescence;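 note: 0% = full enzyme reaction and -100% = no-enzyme basal signal; the screen sought inhibitors and activators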
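Recombinant human alpha-glucosidase (4 nM final) hydrolysed bovine liver glycogen (30 ug) for 40 min at 37 C in pH 5.0 citrate/phosphate with 0.01% Tween-20. Released glucose detected by glucose oxidase/Amplex Red, Ex 573/Em 610 nm. Compounds up to 77 uM; AC50 from Hill fits.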
TRb SRC2 PPI = disrupts binding of human TR beta to SRC2; actives 0.065% (n = 280,000); P10828; Potency, µM (titrated, usually from 106 µM), for the others: at the highest dose activity change, negative = inhibition, most hits filed as inhibitors; TRbeta-SRC2 peptide binding, fluorescence polarization; receptor liganded with 1 µM T3; AID 1469;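 note: plate controls were bound peptide for no effect and peptide without receptor for full effect; nearly all actives have a fitted effect of over 50% in size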
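Quantitative HTS by FP: 0.6 uM TRb LBD, 20 nM labeled SRC2 20-mer, 1 uM T3, 5% DMSO; 5 hr ambient incubation; % activity per concentration and potencies from concentration series.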
L3MBTL1 inh = blocks human L3MBTL1 | AlphaScreen L3MBTL1–H3K9me1 peptide binding | actives 0.66% (n = 230,000) | Potency, µM (doses to about 57.1 µM), for inactives: at the top dose activity, negative = inhibition, actives largely listed as inhibitors | Q9Y468; note: nearly all actives have a fitted effect of over 60% in size
Target sequence (Q9Y468 whole entry, looked up): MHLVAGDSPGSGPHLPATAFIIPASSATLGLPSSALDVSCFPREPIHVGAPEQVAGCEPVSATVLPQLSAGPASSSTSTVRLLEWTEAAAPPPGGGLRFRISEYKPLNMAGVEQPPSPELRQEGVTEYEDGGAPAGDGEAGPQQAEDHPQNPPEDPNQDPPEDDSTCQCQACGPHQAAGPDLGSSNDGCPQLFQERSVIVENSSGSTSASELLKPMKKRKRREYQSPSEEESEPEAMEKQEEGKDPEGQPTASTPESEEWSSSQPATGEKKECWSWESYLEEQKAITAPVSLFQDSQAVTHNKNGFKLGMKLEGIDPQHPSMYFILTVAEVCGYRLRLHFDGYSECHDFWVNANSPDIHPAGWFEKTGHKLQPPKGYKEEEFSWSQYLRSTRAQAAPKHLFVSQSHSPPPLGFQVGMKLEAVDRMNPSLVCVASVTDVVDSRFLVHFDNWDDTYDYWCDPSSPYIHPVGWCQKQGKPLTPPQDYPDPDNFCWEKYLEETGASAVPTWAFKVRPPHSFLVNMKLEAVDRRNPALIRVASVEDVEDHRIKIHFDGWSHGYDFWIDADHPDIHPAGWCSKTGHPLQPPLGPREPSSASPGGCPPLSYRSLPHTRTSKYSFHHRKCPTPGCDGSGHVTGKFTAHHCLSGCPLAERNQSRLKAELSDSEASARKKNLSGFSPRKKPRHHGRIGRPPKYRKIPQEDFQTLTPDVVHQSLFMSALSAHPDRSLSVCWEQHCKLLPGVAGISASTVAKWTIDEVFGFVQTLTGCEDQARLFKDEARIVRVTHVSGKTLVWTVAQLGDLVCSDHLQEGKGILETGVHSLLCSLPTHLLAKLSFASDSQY
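First, the protein-peptide complex forms for 30 min at room temperature (L3MBTL1 50 nM, biotinylated H3K9me1 peptide 75 nM). Next, compounds are pin-transferred and incubated 30 min. Finally, AlphaScreen beads are added and read after 30 min.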
aGlu spleen mod = lysosomal alpha-glucosidase (human) modulation; Potency, µM (highest dose often 79.9 µM), without a hit: top-dose activity change, negative = inhibition, usual class: inhibitors; P10253; human spleen homogenate, 4-MU-alpha-glucoside fluorescence; actives 0.006% (n = 240,000); AID 2112;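 note: 0% = enzyme with vehicle and -100% = no enzyme basal signal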
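Compounds were titrated against alpha-glucosidase in spleen homogenate at pH 5.0, with 1 mM 4-methylumbelliferyl substrate for 40 min at 37 C. Reactions were quenched with pH 10 NaOH/glycine and fluorescence measured.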
RECQ1 helicase = inhibitors of human RECQ1 DNA helicase. Potency, µM (highest dose often 57.3 µM), for inactives: at the highest dose activity, negative = inhibition, hits mostly inhibitors. RECQ1 DNA unwinding, red fluorescence kinetic read. P46063. actives 0.54% (n = 240,000);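 note: plate controls were vehicle for no effect and no enzyme for full effect; nearly all actives have a fitted effect of over 30% in size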
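RECQ1T1 50 nM; forked duplex (20 bp + 30-nt ss tails) 200 nM, ATP 2 mM final; pH 8.0, 2 mM MgCl2, 2.5 ug/ml poly(dI-dC); 15 min compound preincubation; discontinuous kinetic read over 2 h at RT.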
The depositor's hits bear a star; i = inactive; ? = inconclusive; nt = not tested or not shown; & = joins results of further samples; [ ] = dose if it differs, or a comment. Unless noted, calls come from the whole dose curve; as a rule, active = well fitted curve in the direction sought with a large enough effect; inconclusive = small, poorly fitted or top-dose-only effect, or another doubt; inactive = no such curve, though single readings can be large; an effect the other way counts as inactive or inconclusive. Unless noted, % is set by controls: 0 for no effect and ±100 for the full control effect; potency is the fitted concentration of half-maximal effect. Some of the compounds tested; rates above refer to the full screens.

structure | GAA inhib | RGS12 GoLoco inh | TR SRC2 fluor cs | L3MBTL1 inh | GAA glycogen | RECQ1 helicase | TRb SRC2 PPI | aGlu spleen mod
Clc1ccc(-c2nnc(-c3ccc(Br)o3)o2)c(Cl)c1 | -12% | 2% | -2% | 4% | -2% | -6% | -10% | 5%
CCC(CC)NCC(O)COc1ccc(Br)cc1 (stereo not drawn) | -8% | 27% | -2% | nt | 3% | -14% | -6% | -1%
O=C(Cc1ccccc1)Nc1c(C(=O)N2CCOCC2)cnn1-c1ccccc1 | 6% | 4% | -3% | nt | 3% | -6% | 2% | -5%
Cc1ccc(-c2nc(CSCC(=O)N3CCCC3)c(C)o2)cc1 | 2% | -5% | -7% | -1% | 2% | -10% | -4% | -9%
O=C(NNC(=O)c1cc(O)c(O)c(O)c1)NC1CCCCC1 | -6% | -19% | -2% | -18% | 7.9µM* | i | -4% | -10%
Cc1sc(NC(=O)c2ccco2)c(CN2CCCCC2)c1C | ? | 7% | -1% | 0% | -30% | -14% | -1% | -1%
N#Cc1c(-c2cccs2)nc(SCC(=O)c2ccc(Br)cc2)[nH]c1=O | nt | 152%[activator] | 3% | nt | -2% | ? | ? | 1%
Cc1cc(S(=O)(=O)N2CCCC2)c(C)s1 | -1% | nt | -1% | -1% | 2% | 1% | 0% | -1%
Cc1nc2cc(NC(=O)N3CC4(C)CC3CC(C)(C)C4)ccc2n1C (stereo not drawn) | -3% | 5% | 0% | 5% | -2% | -2% | -24% | -1%
O=C(O)c1ccc(-n2ncc3c2/C(=C/c2cccc([N+](=O)[O-])c2)CC3)cc1 | nt | -7% | -5% | nt | 1% | 11% | -5% | 3%
CCCCn1c(CNC(C)=O)nc2ccccc21 | -12% | 7% | -1% | 7% | 4% | -6% | -4% | -2%
Cc1ccc(-c2cc(N)n(Cc3ccc(Cl)cc3)n2)cc1 | 5% | -13% | -1% | -12% | -7% | -18% | -4% | -6%
O=C(CCc1ccccc1)NC(=S)Nc1ccc2c(c1)C(=O)OC2 | 6% | 6% | -2% | -3% | 26% | i | 8% | 3%
O=C(N1CCCCC1)N1CCN(C(=O)N(c2ccccc2)c2ccccc2)CC1 | -5% | -8% | -3% | 10% | 3% | -3% | -6% | -2%
O=S(=O)(Nc1ccc(N2CCCCC2)cc1)c1ccccc1F | ? | 15% | 2% | -10% | 4% | -9% | -2% | 3%
O=C(Cc1cccc(C(F)(F)F)c1)NCc1ccc(Cl)cc1 | 8% | -33% | -2% | 14% | 5% | 3% | 4% | -3%
CCCCC1C(=O)N(c2ccccc2)N(c2ccc(O)cc2)C1=O (stereo not drawn) | nt | -6% | -1% | 3% | nt | 6% | 5% | 9%
COc1cccc(OCCCN2CCN(S(=O)(=O)c3ccc(NC(C)=O)cc3)CC2)c1 | -7% | -3% | 2% | nt | 2% | -5% | 2% | -3%
CCOC(=O)Nc1nn(-c2ccc(C)cc2)c(=O)c(C#N)c1C | 0% | 2% | -2% | nt | nt | 23% | -6% | -3%
O=C(c1ccco1)N1CCN(Cc2ccc(Cl)cc2)CC1 | 0% | -2% | -2% | 0% | 1% | i | 0% | -5%
Cc1ccc(NC(=O)CSc2nc(N)c(-c3ccccc3)c(=O)[nH]2)cc1Cl | -1% | 3% | 2% | nt | 9% | 4% | 4% | -2%
CC(C)C[C@@H](C(=O)N[C@@H](Cc1c[nH]c2ccccc12)C(N)=O)N1C[C@]2(CCCN2C(=O)[C@H](Cc2ccccc2)NC(=O)[C@H](Cc2ccccc2)NC(=O)[C@H](CCC(N)=O)NC(=O)[C@H](CCC(N)=O)NC(=O)[C@@H]2CCCN2C(=O)[C@H](CCCCN)NC(=O)[C@@H]2CCCN2C(=O)[C@@H](N)CCCNC(=N)N)CC1=O | nt | nt | 0% | nt | nt | -5% | 4% | 0%
Cc1cc(NC(=O)CSc2nnc(COc3ccccc3)o2)no1 | 0% | 4% | 1% | 6% | 9% | i | -4% | 3%
O=C(COc1ccc(Br)cc1)OCc1nnc(-c2ccccc2)o1 | -6% | 1% | 1% | 13% | -9% | 2% | -18% | 4%
CSCCC(NC(=O)c1ccc([N+](=O)[O-])cc1Cl)C(=O)OCC(=O)C12CC3CC(CC(C3)C1)C2 (stereo not drawn) | -3% | 6% | -2% | -3% | 7% | -8% | -5% | -4%
COc1ccc(OC)c(CCNC(=O)Cn2cccc2C(=O)c2ccccc2C)c1 | -5% | 17% | -5% | nt | 3% | -6% | -7% | 0%
CCO[C@H]1OC(C(=O)NCc2ccccc2)=C[C@@H](c2ccc(C(F)(F)F)cc2)[C@@H]1CCCO | nt | 1% | -1% | 4% | -11% | -13% | 1% | -25%
CCCc1cc(=O)oc2c(C)c3occ(C)c3cc12 | 2% | 2% | -1% | 8% | -3% | -7% | 2% | 0%
O=S(=O)(Oc1ccc(Cl)cc1)c1cccc2cccnc12 | nt | 10% | -3% | 10% | 2% | -5% | 10% | 4%
Cc1n[nH]c(C)c1S(=O)(=O)N1CCCC(C(=O)NCC2COc3ccccc3O2)C1 (stereo not drawn) | -16% | nt | 2% | -1% | 3% | -7% | 8% | 6%
Cc1ccc(/C=C2/Sc3ccccc3N(CC(=O)NCCCOC(C)C)C2=O)cc1 | -5% | 1% | 3% | 3% | 10% | -2% | 7% | -8%
CCc1ccc(Oc2nc([N+](=O)[O-])nn2C)cc1 | -1% | -6% | -1% | 5% | 0% | i | -8% | -5%
COc1ccc(C(=O)Nc2c(N)nc(SCC(=O)N3CCCCCC3)[nH]c2=O)cc1OC | -1% | 0% | 2% | -6% | -1% | 2% | 9% | -2%
Cc1noc(C)c1COC(=O)CCc1nc2ccccc2s1 | -8% | -5% | -5% | 1% | -2% | 13% | -6% | -4%
Cc1nc2sc(C(c3ccco3)N3CCN(c4cccc(Cl)c4)CC3)c(O)n2n1 (stereo not drawn) | -8% | 15% | -2% | -2% | -4% | -5% | -10% | -12%
COC(=O)c1cc(NC(=O)CC2SC(=Nc3ccccc3)N(CCc3c[nH]c4ccccc34)C2=O)cc(C(=O)OC)c1 (stereo not drawn) | -11% | nt | -11% | -12% | -7% | i | 2% | -3%
COc1cc2c(cc1O)[C@@H]1Cc3cc(OC)c(OC)cc3C(C2)N1C | nt | 3% | -1% | nt | -9% | -7% | -11% | -12%
CN1CCN(c2ccc(NC(=O)c3ccccc3Br)cc2)CC1 | -3% | -22% | 1% | nt | 0% | 0% | 1% | -2%
CCOC(=O)Cc1cc(=O)n2[nH]c(C)c(-c3ccc(Cl)cc3)c2n1 | -1% | 37%[activator] | 18% | 8% | 7% | i | 23% | -3%
O=C(/C=C/c1ccco1)NC(=S)Nc1cccc([N+](=O)[O-])c1 | 0% | 3% | -2% | 35µM* | 7% | 5% | -6% | -6%
CCOC(=O)c1oc2ccc(Cl)cc2c1NC(C)=O | -6% | -4% | 1% | -6% | 4% | -1% | -5% | nt
CC(=O)Cn1c(CN2CCCCC2)nc2ccccc2c1=O | -1% | -7% | -2% | -4% | 7% | -18% | 0% | -5%
CCCCNC(=O)CSc1nc2ccccc2n1S(=O)(=O)c1ccc(Cl)cc1 | 1% | 2% | -3% | 16% | 13% | 8% | -13% | -4%
N/C(=N\N=C/c1ccc(Br)cc1)N/N=C\c1ccc(Br)cc1 | 9% | 14% | 0% | -10% | 5% | i | 1% | -4%
C=CC[C@@H]1[C@H](O)CC[C@@]2(C)[C@H]1CC[C@@H]1[C@@H]2CC[C@]2(C)C([C@H](C)CCCC(C)C)CC[C@@H]12 (stereo partly drawn) | nt | -2% | -2% | nt | nt | 16% | 1% | 2%
O=C(CSc1ncc(S(=O)(=O)c2ccccc2)c(=O)[nH]1)Nc1ccccc1Cl | nt | -1% | 1% | nt | 3% | -5% | -8% | -7%
COc1ccc(OC)c(NS(=O)(=O)c2ccc(Cl)nc2)c1 | 4% | -4% | -4% | 4% | 5% | -6% | 1% | 7%
O=C(c1ccc2c(c1)OCO2)N1CCNc2ccccc2C1 | -12% | 18% | 1% | -10% | 3% | i | -13% | 2%
Cn1c(SCC#N)nnc1-c1cnccn1 | 12% | -6% | 0% | -1% | 5% | 6% | 8% | 0%
COc1ccc(C2CC(C(F)(F)F)n3nc(C(=O)NCc4c(C)nn(C)c4C)c(Cl)c3N2)cc1 (stereo not drawn) | 3% | 1% | -12% | nt | 6% | -11% | 2% | -6%
COC(=O)C1=C(C)N(c2ccc(C)c(C)c2)/C(=C/c2cccs2)C1=O | 0% | -2% | -3% | -6% | 2% | -3% | -7% | -2%
CCNC(=O)NC(=O)C(C)OC(=O)c1ccc(-n2nc(SC)sc2=S)cc1 (stereo not drawn) | -4% | -9% | -14% | -6% | -8% | -4% | 2% | 8%
CC1CC(C)CN(C(=O)Cn2c(-c3nonc3N)nc3ccccc32)C1 (stereo not drawn) | -3% | 6% | 0% | 8% | 2% | i | -1% | 0%
CCOC(=O)c1c(CN2CCCCC2)oc2ccc(OC)cc12 | -1%&-11% | -6%&-2% | 1%&0% | -4%&-8% | 1%&3% | -10% | -8%&-8% | -18%&-16%
Cc1cc(C)nc(N(C#N)S(=O)(=O)c2ccccc2)n1 | -3% | -2% | 1% | 2% | -8% | 1% | 1% | 3%
N#Cc1c(NC(=O)C2CCCO2)sc2c1CCCCC2 (stereo not drawn) | 1% | 5% | 2% | 18% | 4% | -3% | 5% | 2%

2 compounds from above, limited to GAA inhib, L3MBTL1 inh and GAA glycogen.
SMILES | GAA inhib | L3MBTL1 inh | GAA glycogen
CCOC(=O)c1c(CN2CCCCC2)oc2ccc(OC)cc12 | -1%&-11% | -4%&-8% | 1%&3%
Cc1cc(C)nc(N(C#N)S(=O)(=O)c2ccccc2)n1 | -3% | 2% | -8%
